T cell modulator = modulates CD8 T cell binding to vesicles. hit rate 0.068% among 330,000. 2C CD8+ T cell-vesicle binding, flow cytometry; hits give low values. calls only at 7 µM;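 active = response, share of CD8 T cells binding vesicles, and their 90th percentile fluorescence all below set limits, cut at about 80% in these data, passing the limit was not always enough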
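Benchmarks: naked versus QL9-loaded vesicles / Assay system: purified 2C TCR transgenic mouse naive CD8+ T cells / Technique: high-throughput flow cytometry with anti-B7-1 and anti-CD8 staining / Timing: Cell–vesicle co-incubation 1.5 h at 37 °C, staining 20 min on ice / Read-out: percent CD8+ FL2 mean versus row control / Probe or stimulus: QL9-loaded Drosophila micro-vesicles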
HEK293 NOD2/NF-kB = inhibition of NOD2-driven NF-kB reporter – cell-based, luminescence, uHTS, HEK293 (AID 1566); HEK293 NOD2/NF-kB luciferase reporter, luminescence; higher % means a stronger effect; inhibition, % at 4 µM; hits with a dose series show EC50 in µM; hit rate 0.63% among 290,000; also: many of its hits are not listed in these tables
KOR beta-arrestin-1 = kappa opioid receptor blockers – cell-based, luminescence, uHTS (AID 1778) | KOR beta-arrestin recruitment, luminescence, antagonist mode; higher % means a stronger effect | one-dose inhibition, % at 10 µM; IC50 in µM for titrated hits | hit rate 0.091% among 290,000; also: strong numbers were not always called active
Myeloid diff 2 = myeloid differentiation induction; ER-HoxA9 myeloid progenitors, lysozyme-GFP differentiation, flow cytometry; calls only at 10 µM; hit rate 1% among 360,000; AID 624256;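 active = normalized GFP-positive differentiation at or above the plate's own cutoff, the solvent-only control mean plus 3 SD; inconclusive = no clear call, values can overlap the other calls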;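 also: cells exposed to compound for four days before flow analysis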
GPR55 LPI antagonism = inhibition of LPI-stimulated GPR55 beta-arrestin translocation – imaging, U2OS, beta-arrestin-GFP, LPI agonist, primary screen (AID 2013); one-dose inhibition, % at 10 µM; IC50 in µM for titrated hits; hit rate 0.13% among 290,000; U2OS GPR55 beta-arrestin-GFP translocation imaging, LPI antagonism; higher % means a stronger effect;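 active = spots per cell inhibited over 60%, with over 100 cells counted and total cytoplasm intensity under 500,000; inconclusive = wells with under 100 cells, flagged as likely toxic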;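 also: U2OS cells stably carrying GPR55 and arrestin-GFP stimulated by 5 µM LPI near EC80; imaged beta-arrestin-GFP aggregate spots per cell after agonist stimulation; plate controls were LPI-stimulated DMSO wells for no effect and DMSO wells without LPI for full effect; some results filed as inactive read as strong as hits; confirmed hits need IC50 under 10 µM and bright autofluorescent wells are also inconclusive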
KOR beta-arrestin-2 = KOR agonists, beta-arrestin recruitment, primary screen, cell-based, luminescence, uHTS (AID 1777); hit rate 0.02% among 280,000; KOR beta-arrestin recruitment, luminescence; higher % means a stronger effect; one-dose activation, % at 10 µM; EC50 in µM for titrated hits; in the data active = activation above about 50%, passing the limit was not always enough; also: a part of the inactive calls stands beside numbers as strong as those of hits
NTR1 ag = NTR1-driven beta-arrestin-GFP spot formation – imaging, U2OS cells, high content, primary screen (AID 493036); activation, % at 20 µM; hit rate 0.17% among 330,000; agonist mode;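 active = activation at or above 40% of the spot to cytoplasm intensity ratio, with at least 20 cells analyzed; inconclusive = wells under 20 cells, flagged as cytotoxic or low count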;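 also: 0% = DMSO without peptide and 100% = 100 nM NTR1 peptide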
Target sequence (P30989 whole entry, looked up): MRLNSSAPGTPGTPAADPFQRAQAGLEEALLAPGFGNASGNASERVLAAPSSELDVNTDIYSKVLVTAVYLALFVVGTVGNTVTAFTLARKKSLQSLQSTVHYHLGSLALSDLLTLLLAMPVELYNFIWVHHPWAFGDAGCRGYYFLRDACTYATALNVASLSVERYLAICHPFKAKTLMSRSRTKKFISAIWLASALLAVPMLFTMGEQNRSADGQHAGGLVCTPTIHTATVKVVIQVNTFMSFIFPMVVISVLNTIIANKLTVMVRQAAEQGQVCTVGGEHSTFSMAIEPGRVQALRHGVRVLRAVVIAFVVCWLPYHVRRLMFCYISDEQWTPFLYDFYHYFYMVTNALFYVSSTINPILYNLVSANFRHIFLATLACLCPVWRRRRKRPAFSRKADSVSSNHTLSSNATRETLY
NOD1 inhibition = inhibition of NOD1-driven NF-kB reporter – cell-based, luminescence, uHTS, primary screen (AID 1578); NOD1-driven NF-kB luciferase reporter cells, luminescence; higher % means a stronger effect; inhibition, % at 4 µM; hits with a dose series show EC50 in µM; hit rate 1% among 290,000; in the data active = inhibition mostly above about 36%, no sharp cut-off; inactive = mostly below about 34%;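 also: HEK-293T reporter cells stimulated with the NOD1 agonist gamma-tri-DAP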
GPR55 activation = selective activators of receptor GPR55 – imaging, U2OS cells, beta-arrestin-GFP redistribution, primary screen (AID 1961); U2OS GPR55 beta-arrestin-GFP redistribution imaging; higher % means a stronger effect; one-dose activation, % at 10 µM; EC50 in µM for titrated hits; hit rate 0.048% among 290,000;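 active = activation above 40% with more than 50 cells counted in the well; inconclusive = wells holding fewer than 50 cells, flagged as toxic or sparse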;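 also: U2OS osteosarcoma cells stably expressing GPR55 and beta-arrestin-GFP; plate controls were DMSO negative control for no effect and LPI positive control for full effect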
T cell modulator vesicle-bound % = second read-out of T cell modulator, no call of its own (marks repeat the call); double positive events, %; measured here: CD8+ vesicle-bound cell fraction;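 binding gate set so that unloaded-vesicle control wells show 10% double positive cells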
NTR1 ag cell count 20 µM = recorded beside NTR1 ag, whose call it bears; cell count; measured here: cell count, cytotoxicity flag
Myeloid diff 2 GFP+ MAC1+ % = second read-out of Myeloid diff 2, no call of its own (marks repeat the call); GFP+ MAC1+ double positive, %; measured here: differentiation confirmed by MAC1 staining
* = called active by the depositor; i = inactive; ? = inconclusive; / = no result given; [ ] = remark or other dose. Rule as the data show it, unless noted: active = inhibition above about 50%; inactive = the rest. These rows are one share of the data (hit frequency here may not be typical).

SMILES	T cell modulator	T cell modulator vesicle-bound %	HEK293 NOD2/NF-kB	KOR beta-arrestin-1	Myeloid diff 2	Myeloid diff 2 GFP+ MAC1+ %	GPR55 LPI antagonism	KOR beta-arrestin-2	NTR1 ag	NTR1 ag cell count 20 µM	NOD1 inhibition	GPR55 activation
CCOCc1[nH]c(=S)[nH]c(=O)c1Cc1ccc(OC(C)C)cc1	i	29	-14%	-8%	i	0.5	-7%	-3.1%	2.7	37	22%	-0.2%
CCOC(=O)C1CCN(C(=O)Nc2ccc3oc(C)nc3c2)CC1	i	15	-3%	-16%	i	6.9	5%	1.1%	1.0	54	-27%	0.6%
CC(=O)Nc1ccc(OC(=O)c2cc3cc(Br)ccc3oc2=O)cc1	i	30	0%	9%	i	0.4	5%	-5.4%	-1.0	46	8%	-0.3%
CC(C)(C)OC(=O)N1CCN(C(=O)c2[nH]cnc2C(=O)NCC(=O)OCc2ccccc2)CC1	i	12	-8%	-4%[20 µM]	i	1.9	0%	-7.2%	-1.8	64	-14%	0.0%
O=C(CN1CCOCC1)Nc1c2c(nc3c1CCC3)CCC2	i	1	21%	0%	i	0.4	-8%	0.8%	-0.7	55	12%	1.3%
COCCNC(=O)CN(C(=O)c1ccc(N2CCCC2)nc1)c1ccc(F)c(Cl)c1	i	33	16%	-39%[20 µM]	i	1.5	-12%	0.8%	-0.5	60	-22%	-0.1%
C#CC(CCN1CCCCC1)(OC)c1ccccc1 (stereo unspecified)	i	57	12%	-32%[20 µM]	i	1.2	-4%	-1.7%	-0.6	58	-20%	-0.2%
O=C(CCNC(=O)Cn1ccc2ccccc2c1=O)NCCCN1CCOCC1	i	14	10%	-18%	i	0.2	3%	-2.0%	-0.4	58	-1%	-0.4%
Cc1c(Cl)cccc1NC(=S)Nn1cnnc1	i	36	0%	-12%	i	0.3	4%	2.7%	-0.7	49	-34%	-0.6%
CCOc1cc(/C=N/NC(=O)c2ccncc2)ccc1OC(=O)c1ccccc1	i	5	-1%	-9%	i	1.5	9%	5.2%	2.0	89	-30%	0.0%
Cc1csc(NC(=O)c2ccc(C)c([N+](=O)[O-])c2)n1	i	48	-94%	-9%	i	0.7	0%	18%	5.7	47	-30%	-0.4%
CC(C)Nc1nc2cccnc2s1	i	38	14%	29%	i	0.7	-5%	-0.4%	-0.3	51	-4%	-0.2%
CCN(CC)CC#CCC(O)(c1ccccc1)c1ccc(Br)cc1 (stereo unspecified)	i	50	12%	-106%[20 µM]	i	0.3	0%	/	1.5	38	-22%	0.3%
O=C(Cn1cnc([N+](=O)[O-])c1)NC1CCCC1	i	26	14%	10%	i	0.7	9%	1.4%	1.8	93	-30%	-0.3%
COc1ccc(/C=C2\SC(=S)N(CCCC(=O)Nc3cc(C)on3)C2=O)cc1OC	i	52	14%	-16%	?	/	-1%	1.2%	36	53	5%	0.2%
c1ccc(-c2ccccc2OCCN2CCCC2)cc1	i	39	5%	1%	i	0.7	1%	1.8%	1.3	71	-15%	-0.1%
CCOc1ccc(NS(=O)(=O)c2ccc(NC(=S)NC(=O)C(C)C)cc2)cc1	i	14	5%	15%	i	0.6	8%	-4.1%	2.5	48	15%	-0.2%
COC(CC(=O)NNC(=S)Nc1ccc(Cl)cc1)OC	i	44	13%	16%	i	0.2	13%	-6.1%	0.0	64	-11%	0.2%
Cc1[nH]n(-c2ccccc2)c(=O)c1Sc1ccc(Cl)cc1	i	22	-5%	-9%	i	1.4	6%	1.5%	1.4	98	7%	-0.2%
CC1CCc2c(nc3ncnn3c2NCCc2ccccc2F)C1 (stereo unspecified)	i	17	21%	-56%[20 µM]	i	0.5	-2%	/	0.0	43	12%	-0.1%
COc1cc(C(O)P(=O)(OCC(C)C)OCC(C)C)cc(OC)c1OC (stereo unspecified)	i	50	16%	4%	i	1.0	10%	4.9%	-0.3	49	6%	-0.1%
Cc1ccc(NC2c3ncccc3C(=O)N2Cc2cccs2)cc1 (stereo unspecified)	i	27	18%	-18%	i	0.1	0%	-2.5%	-0.9	76	-17%	-0.2%
O=C1C(=O)N(Cc2cccs2)c2ccccc21	i	39	3%	-79%	/	/	18%	-0.6%	4.3	59	-5%	0.0%
COc1ccccc1S(=O)(=O)Nc1cc(C)nn1-c1ccc(C)cc1	i	60	13%	-33%	i	0.5	-5%	6.7%	0.4	45	-14%	-0.1%
CC1CCN(C(=O)CC(NC(=O)c2ccccc2Cl)c2ccccc2)CC1 (stereo unspecified)	i	55	-5%	4%	i	8.5	-8%	-2.9%	-0.7	56	-6%	0.3%
Cc1sc(NC(=O)CSc2nnnn2C)c(C#N)c1C	i	28	6%	-52%[20 µM]	i	0.7	2%	/	-0.7	34	-28%	-0.1%
CCN1CCN(C(=O)C(=O)c2cn(CC(=O)N(CC)CC)c3ccccc23)CC1	i	4	0%	-14%	i	0.8	-15%	1.6%	-0.2	55	-17%	0.0%
NC(=O)CN1C(=O)C(O)(CC(=O)/C=C\c2ccc3c(c2)OCO3)c2ccccc21 (stereo unspecified)	i	45	8%	17%	i	0.4	15%	-5.3%	-0.6	38	-4%	-1.0%
COc1ccc(C2Nc3ccccc3NC3=C2C(=O)CC(C)(C)C3)c(OC)c1OC (stereo unspecified)	i	54	5%	-41%[20 µM]	i	0.4	0%	-6.8%	0.3	51	-21%	-0.3%
CCOC(=O)c1c(C)n(C)c2ccc(OCC(O)CNCCc3ccccc3)cc12 (stereo unspecified)	i	22	5%	-46%	i	0.3	2%	2.6%	7.4	58	-14%	0.0%

Sorted by count of non-hydrogen atoms (highest first): 10 of the compounds above.
SMILES	T cell modulator	T cell modulator vesicle-bound %	HEK293 NOD2/NF-kB	KOR beta-arrestin-1	Myeloid diff 2	Myeloid diff 2 GFP+ MAC1+ %	GPR55 LPI antagonism	KOR beta-arrestin-2	NTR1 ag	NTR1 ag cell count 20 µM	NOD1 inhibition	GPR55 activation
CCOC(=O)c1c(C)n(C)c2ccc(OCC(O)CNCCc3ccccc3)cc12 (stereo unspecified)	i	22	5%	-46%	i	0.3	2%	2.6%	7.4	58	-14%	0.0%
CCN1CCN(C(=O)C(=O)c2cn(CC(=O)N(CC)CC)c3ccccc23)CC1	i	4	0%	-14%	i	0.8	-15%	1.6%	-0.2	55	-17%	0.0%
CCOc1ccc(NS(=O)(=O)c2ccc(NC(=S)NC(=O)C(C)C)cc2)cc1	i	14	5%	15%	i	0.6	8%	-4.1%	2.5	48	15%	-0.2%
CC1CCN(C(=O)CC(NC(=O)c2ccccc2Cl)c2ccccc2)CC1 (stereo unspecified)	i	55	-5%	4%	i	8.5	-8%	-2.9%	-0.7	56	-6%	0.3%
COc1cc(C(O)P(=O)(OCC(C)C)OCC(C)C)cc(OC)c1OC (stereo unspecified)	i	50	16%	4%	i	1.0	10%	4.9%	-0.3	49	6%	-0.1%
COc1ccccc1S(=O)(=O)Nc1cc(C)nn1-c1ccc(C)cc1	i	60	13%	-33%	i	0.5	-5%	6.7%	0.4	45	-14%	-0.1%
Cc1ccc(NC2c3ncccc3C(=O)N2Cc2cccs2)cc1 (stereo unspecified)	i	27	18%	-18%	i	0.1	0%	-2.5%	-0.9	76	-17%	-0.2%
Cc1[nH]n(-c2ccccc2)c(=O)c1Sc1ccc(Cl)cc1	i	22	-5%	-9%	i	1.4	6%	1.5%	1.4	98	7%	-0.2%
Cc1sc(NC(=O)CSc2nnnn2C)c(C#N)c1C	i	28	6%	-52%[20 µM]	i	0.7	2%	/	-0.7	34	-28%	-0.1%
O=C1C(=O)N(Cc2cccs2)c2ccccc21	i	39	3%	-79%	/	/	18%	-0.6%	4.3	59	-5%	0.0%

(cont.)
SMILES	T cell modulator	T cell modulator vesicle-bound %	HEK293 NOD2/NF-kB	KOR beta-arrestin-1	Myeloid diff 2	Myeloid diff 2 GFP+ MAC1+ %	GPR55 LPI antagonism	KOR beta-arrestin-2	NTR1 ag	NTR1 ag cell count 20 µM	NOD1 inhibition	GPR55 activation
CC1(C)CN(c2cccc(Br)c2)C1=O	i	40	-5%	-17%	i	0.2	2%	3.2%	2.3	53	-16%	-0.5%
Cc1ccc(C)c(N(C)S(=O)(=O)c2ccc3c(c2)oc(=O)n3C)c1	i	53	9%	-16%	i	0.6	-5%	-2.8%	0.1	53	9%	0.0%
O=C(c1ccc(N2CCN(CCO)CC2)nc1)N1CCOCC1	i	56	-8%	13%	i	0.3	18%	-2.6%	-0.4	81	-23%	-0.1%
CCn1c(SCc2cccc(C(=O)O)c2)nnc1-c1ccccc1	i	19	5%	-9%	i	0.1	20%	2.6%	0.4	36	0%	0.2%
CCOC(=O)c1cccc(NC(=O)CCc2ccccc2)c1	i	37	-2%	-29%[20 µM]	i	0.1	12%	-1.3%	1.0	66	-18%	-0.1%
O=C(COC(=O)/C=C/c1cn(-c2ccccc2)nc1-c1ccc2c(c1)OCCO2)NC1CCS(=O)(=O)C1 (stereo unspecified)	i	38	37%	-50%	i	0.2	8%	4.2%	8.1	60	-6%	0.0%
COC(=O)Cc1ccc(NC(=S)NCCCN2CCOCC2)cc1	i	51	-4%	-7%	i	0.4	-1%	-6.3%	-0.5	54	-42%	0.3%
CCCNS(=O)(=O)c1ccc(CCC(=O)N2CCN(c3ccc(F)cc3)CC2)cc1	i	34	20%	5%	i	0.3	4%	0.4%	-0.6	55	-20%	0.0%
CC(=O)c1ccc(NC(=O)Nc2ccccc2)cc1	i	28	-97%	-11%	i	2.2	1%	-6.3%	0.7	54	-82%	0.1%
C1=C(CCNc2ncnc3c2cnn3-c2ccccc2)CCCC1	i	4	-101%	-12%	i	0.8	-4%	-3.0%	2.8	55	-92%	0.0%
COc1ccc(NC(=O)c2nc[nH]c2C(=O)N[C@@H](C)c2ccccc2)cc1	i	15	1%	-2%	i	0.8	8%	0.7%	20	103	-11%	-0.1%
O=C(NN1C(=O)C2C3C=CC(C4CC34)C2C1=O)c1cccc(Cl)c1 (stereo unspecified)	i	21	7%	4%	i	1.0	5%	3.3%	3.0	76	-32%	-0.2%
O=C(CN1C(=O)NC(c2ccccc2)(c2ccccc2)C1=O)c1c[nH]c2ccccc12	i	58	6%	-18%[20 µM]	/	/	2%	4.0%	4.2	51	1%	-0.1%
